Bioassay records: PubChem BioAssay, National Center for Advancing Translational Sciences (NCATS)
Chronic BCR inh: inhibitors of chronic active B-cell receptor signaling | ABC-DLBCL IkBa-CBG/CBR reporter, luminescence ratio, 4 h | Potency, µM (series often up to 46.1 µM), for the others: top-dose ratio change, negative = lower green/red ratio, most hits filed as inhibitors | 340,000 tested, 0.05% active | AID 493014; active = well fitted inhibition curve with a large enough effect in the signal ratio, with a control signal flat, not every such curve was filed as active; inconclusive = small, poorly fitted or top-dose-only effect, or effect the other way, or a change in a side signal; the % refers to the signal ratio;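 note: potency is the fitted concentration of half-maximal effect; plate controls were basal doxycycline-induced cells for no effect and cells given 10 µM MG132 for full effect; MG132 reads +100%, hits lower the ratio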
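Cell line TMD8 (human ABC DLBCL), stably expressing tet-inducible CBG68-IkBa fusion and CBR; IMDM/0.5% FBS; cpd up to 46 uM; dox induction, 4 h, 37C/5% CO2; dual luminescence; green/red ratio; MG132 control.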
TSHR antagonist: antagonists of human thyroid stimulating hormone receptor; TSHR-expressing cells, TSH-stimulated cAMP HTRF, 2 h; stronger effect = lower value; P16473; activity change, negative = inhibition, % at 11.5 µM; 330,000 tested, 0.2% active;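 active = activity change below a set negative limit, meaning inhibition stronger than a set level, cut at about -70% in these data; inconclusive = activity change between two set negative limits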; note: % is set by controls: 0 for no effect and ±100 for the full control effect
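Read-out is FRET at 665 nm (cryptate excitation 337 nm) from a cryptate-tagged anti-cAMP antibody, competed by cell cAMP against cAMP-d2. Compounds are tested on freshly harvested TSHR cells challenged with 4nM TSH (EC80) for 2 hours at 37 deg C.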
MBNL1-CUG inh: inhibitors of human MBNL1 binding to CUG repeat RNA; Q9NR56; TR-FRET MBNL1-His/biotin-(CUG)12 binding, 665/545 ratio; Potency, µM (highest dose often 57.5 µM), for inactives: at the top dose activity change, negative = inhibition, usual class: inhibitors; 280,000 tested, 0.036% active; AID 2675; active = well fitted inhibition curve with a large enough effect in the signal ratio, with a control signal flat, not every such curve was filed as active; inconclusive = small, poorly fitted or top-dose-only effect, or effect the other way, or a change in a side signal; inactive = no such curve, though single readings can be large or run the other way; the % refers to the signal ratio; note: potency is the fitted concentration of half-maximal effect; % is set by controls: 0 for no effect and ±100 for the full control effect
Target sequence (Q9NR56 whole entry, looked up): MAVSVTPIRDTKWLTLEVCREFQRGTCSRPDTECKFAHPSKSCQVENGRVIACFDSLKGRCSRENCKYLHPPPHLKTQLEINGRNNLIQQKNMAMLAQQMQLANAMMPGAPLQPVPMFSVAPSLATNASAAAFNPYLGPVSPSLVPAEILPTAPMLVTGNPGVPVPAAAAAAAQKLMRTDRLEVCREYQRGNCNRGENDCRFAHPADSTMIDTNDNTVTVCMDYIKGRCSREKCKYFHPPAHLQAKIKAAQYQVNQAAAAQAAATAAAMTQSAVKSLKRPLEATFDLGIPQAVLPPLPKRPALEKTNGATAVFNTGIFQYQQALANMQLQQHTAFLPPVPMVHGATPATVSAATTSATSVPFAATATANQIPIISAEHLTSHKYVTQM
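His-tagged MBNL1 binding to biotinylated (CUG)12 RNA was measured by TR-FRET using terbium anti-His antibody (0.055 ng/ul final) and streptavidin-XL665 (5 nM final). Compounds were titrated 92 nM to 58 uM; 60 min at room temperature.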
S-ASM inh: blocks human secretory acid sphingomyelinase. placental ASM, HMU-PC fluorogenic substrate, 60 min. 340,000 tested, 0.006% active. AID 504937. P17405. Potency, µM (top dose mostly 57.5 µM), for inactives: top-dose activity change, negative = inhibition, hits mostly inhibitors; note: potency is the fitted concentration of half-maximal effect
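Fluorogenic HMU-PC substrate (9 uM final) is turned over by placental ASM in 60 min at 37 C after a 10 min compound preincubation. Reaction ended by alkaline stop (pH 10), with fluorescence read at 386/447 nm.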
USP2a inh: blocks human ubiquitin-specific protease USP2a | USP2 core, Ub-CHOP2 coupled fluorogenic reporter, 485/531 | 330,000 tested, 0.01% active | Potency, µM (titrated, usually from 38.3 µM), without a hit: at the top dose activity change, negative = inhibition, actives largely listed as inhibitors | AID 463254;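 note: potency is the fitted concentration of half-maximal effect; plate controls were DMSO wells for no effect and full inhibition by NEM control for full effect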
Target sequence (O75604 whole entry, looked up): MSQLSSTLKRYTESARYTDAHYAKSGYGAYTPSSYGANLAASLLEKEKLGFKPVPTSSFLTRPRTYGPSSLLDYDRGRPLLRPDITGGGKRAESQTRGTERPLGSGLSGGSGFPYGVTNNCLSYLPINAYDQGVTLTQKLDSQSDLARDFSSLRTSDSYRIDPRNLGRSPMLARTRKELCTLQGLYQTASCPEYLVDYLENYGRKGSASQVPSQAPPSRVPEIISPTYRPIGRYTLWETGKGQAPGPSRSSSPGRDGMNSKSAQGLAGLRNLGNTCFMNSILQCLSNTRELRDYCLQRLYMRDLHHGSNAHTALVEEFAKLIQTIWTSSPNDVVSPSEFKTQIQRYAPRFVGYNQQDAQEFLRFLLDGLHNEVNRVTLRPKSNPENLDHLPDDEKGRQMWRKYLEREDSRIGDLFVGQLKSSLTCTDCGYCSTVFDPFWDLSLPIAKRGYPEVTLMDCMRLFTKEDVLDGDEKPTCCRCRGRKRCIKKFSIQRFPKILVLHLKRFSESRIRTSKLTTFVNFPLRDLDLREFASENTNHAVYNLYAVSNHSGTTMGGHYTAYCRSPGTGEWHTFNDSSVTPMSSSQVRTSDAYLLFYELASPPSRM
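Deubiquitinase activity read as fluorescence (485/531 nm) after Ub-CHOP2 cleavage activates the enterokinase reporter on its substrate; USP2 core 10nM, Ub-CHOP2 and substrate 25nM each, 30min compound preincubation then 60min RT; data normalized to NEM, curves fitted.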
Menin MLL FP TR: menin-MLL binding inhibition, Texas Red mutant peptide; Menin + Texas Red MLL mutant peptide, fluorescence polarization; 270,000 tested, 0.23% active; Potency, µM (top dose mostly 61.6 µM), for inactives: top-dose FP activity change, negative = inhibition, most hits filed as inhibitors; active = well fitted inhibition curve with a large enough effect in the polarisation, with a control signal flat, not every such curve was filed as active; inconclusive = small, poorly fitted or top-dose-only effect, or effect the other way, or a change in a side signal; inactive = no such curve, though single readings can be large or run the other way; the % refers to the polarisation; note: potency is the fitted concentration of half-maximal effect; % of control where 0% means no effect; many of its hits are not listed in these tables
Mito fusion yeast: blocks mitochondrial division or promotes mitochondrial fusion; S. cerevisiae fusion-defective mutant growth rescue, CellTiterGlo 48 h; 320,000 tested, 0.23% active; Potency, µM (series often up to 46.1 µM), for inactives: top-dose growth rescue (activation), actives largely listed as activators; AID 485298;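 note: potency is the fitted concentration of half-maximal effect; % of control where 0% means no effect; nearly all actives have a fitted effect of over 45% in size; temperature-sensitive fusion mutants such as fzo1-1 at 37 °C on non-fermentable ethanol glycerol medium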
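Temperature-sensitive fusion-defective S. cerevisiae (e.g. fzo1-1, mgm1-5) were grown with compound in YPEG medium (3% ethanol, 3% glycerol) for 48 hours at 37C. Growth rescue was measured as viability by CellTiterGlo luminescence after 10 minutes at ambient.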
Eya2 phos inh: blocks the phosphatase activity of human Eya2; O00167; recombinant Eya2, OMFP fluorescence dephosphorylation (OMFP is methylfluorescein phosphate); Potency, µM (series often up to 76.9 µM), for the others: top-dose activity, negative = inhibition, usual class: inhibitors; 330,000 tested, 0.006% active; AID 488837; note: potency is the fitted concentration of half-maximal effect; % is set by controls: 0 for no effect and ±100 for the full control effect
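Eya2 protein (added as 0.2 uM solution) was preincubated with compound for 10 min at ambient temperature in 50 mM HEPES pH 7.5, 50 mM NaCl, 5 uM MgCl2, 0.05% BSA, 1 mM DTT. OMFP (added at 50 uM) then reacted 10 min; fluorescence read at 485/525 nm.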
GALK inhibitor: galactokinase (human) inhibition; Purified GALK, Kinase-Glo residual ATP luminescence; Potency, µM (top dose mostly 57.5 µM), inactives show at the top dose activity change, negative = inhibition, most hits filed as inhibitors; 270,000 tested, 0.007% active; note: potency is the fitted concentration of half-maximal effect; % is set by controls: 0 for no effect and ±100 for the full control effect
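Luminescence from leftover ATP (Ultra-Glo luciferase/luciferin) served as read-out after a 1 h room-temperature reaction of 5 nM GALK with 35 uM ATP and 100 uM galactose.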
PKM2 act: increases activity of human pyruvate kinase M2. P14618. purified PKM2, Kinase-Glo ATP luminescence, activation; response scale: 0% is enzyme alone, no compound. Potency, µM (series often up to 57.5 µM), inactives show at the top dose activation, actives largely listed as activators. 260,000 tested, 0.34% active; note: potency is the fitted concentration of half-maximal effect; % is set by controls: 0 for no effect and ±100 for the full control effect; nearly all actives have a fitted effect of over 55% in size
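ATP formation by purified human PK-M2, quantified via coupled luciferase luminescence after 1 h at room temperature with 0.1 mM ADP and 0.5 mM PEP final.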
KCNH2 WT inh: inhibitors of human wildtype KCNH2 potassium channel | Q12809 | U2OS, BacMam KCNH2, thallium flux FluxOr; stronger effect = lower value | activity change, % at 1.84 µM | 340,000 tested, 0.37% active;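 active = maximum activity change below -70%; inconclusive = maximum activity change between -70% and -50%; inactive = maximum activity change above -50%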; note: % is set by controls: 0 for no effect and ±100 for the full control effect
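U2OS cells transduced with wild-type KCNH2 virus are loaded with FluxOr dye for 45 min, and thallium flux is measured in kinetic reads before and after stimulation buffer. Rate constants are normalized to DMSO controls.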
* hit, by the source's call; ? = inconclusive; / = no result given; [ ] = remark or other dose. Unless noted, calls come from the whole dose curve; as a rule, active = well fitted curve in the direction sought with a large enough effect; inconclusive = small, poorly fitted or top-dose-only effect, or another doubt; inactive = no such curve, though single readings can be large; an effect the other way counts as inactive or inconclusive.

Value order – Chronic BCR inh | TSHR antagonist | MBNL1-CUG inh | S-ASM inh | USP2a inh | Menin MLL FP TR | Mito fusion yeast | Eya2 phos inh | GALK inhibitor | PKM2 act | KCNH2 WT inh
CC(CC(=O)Nc1ccc(Cl)c(S(=O)(=O)N2CCOCC2)c1)c1ccccc1 (stereo not drawn)
 : ? | -39.8 | / | -0.3% | 0.6% | / | -5.1% | 7.8% | / | / | 1.0
CN(C)C=Nc1ncc2c([nH]c3ccccc32)c1C#N
 : ? | 35.4 | ? | 5.4% | -9.1% | 4.4% | -1.8% | -27.2% | 0.6% | -15.4% | 1.5
O=C(NC1=NCCS1)c1cccc(S(=O)(=O)N2CCOCC2)c1
 : -3.4% | -8.7 | / | -1.8% | -1.0% | / | -1.1% | -6.8% | / | / | -3.2
COc1cccc(OC)c1C(=O)Nc1cc(C)on1
 : 11.3% | 11.2 | 4.9% | 3.6% | 4.1% | 6.9% | 0.7% | 6.8% | -2.8% | 8.2% | -5.7
COc1ccc(Cl)cc1C(=O)NCc1ccco1
 : -2.6% | 2.6 | -1.8% | 1.7% | 0.4% | / | 3.5% | -3.7% | 4.9% | 0.7% | -9.1
O=c1c(Cl)c(N2CCN(S(=O)(=O)c3ccccc3)CC2)cnn1-c1ccccc1
 : 0.1% | 9.1 | / | 4.0% | 2.7% | 1.5% | -7.6% | -3.0% | 1.1% | 1.9% | 22.2
COc1ccc(NS(=O)(=O)c2cccc(-c3nnc4n3CCCCC4)c2)cc1
 : -0.2% | 1.2 | -4.8% | -1.9% | -1.8% | -16.8% | 4.2% | -14.9% | -1.6% | 15.7% | -10.8
O=C(NCc1ccc(F)cc1)c1ccc(CS(=O)(=O)Cc2ccc(F)cc2)o1
 : 5.4% | 9.5 | -8.6% | 1.2% | -0.3% | -5.9% | 1.3% | -10.5% | -3.5% | -2.5% | -8.8
CCC(c1nnnn1Cc1ccc(F)cc1)N1CCN(C)CC1 (stereo not drawn)
 : 1.6% | -7.4 | 9.7% | 3.4% | 0.4% | 1.8% | -8.5% | -8.4% | -0.7% | -0.4% | 1.3
CCOc1cc(N2CCOCC2)c(OCC)cc1NC(=O)CCC1CCCC1
 : -2.3% | 1.0 | -1.6% | 2.2% | -0.5% | -12.1% | 1.9% | -11.6%[15.4 µM] | 3.2% | -12.3% | 2.4
Oc1ccc(/C=N/n2c3ccccc3c3ccccc32)cc1
 : ? | -4.7 | -4.0% | -21.5% | -1.2% | ? | -0.9% | 8.2% | -6.3% | -0.6% | -9.4
O=C(NC(=O)c1c(Cl)cccc1Cl)Nc1ccc(Oc2cccnc2)nc1
 : -20.6% | -5.7 | / | -0.4% | 1.5% | / | 2.7% | ? | 7.2% | -4.7% | 2.0
Cc1ccc([C@@H]2[C@@H]3C(=O)N(C)C(=O)[C@@H]3[C@]3(Cc4ccccc4)C(=O)N(Cc4ccccn4)CC(=O)N23)o1
 : 4.9% | 2.9 | 2.7% | 1.6% | -2.4% | -7.1% | -0.2% | 13.2% | / | -4.2% | -19.3
Cc1cccc(N(C(=O)CCC(=O)Nc2ccccn2)C(C(=O)NC(C)C)c2ccc(F)cc2)c1 (stereo not drawn)
 : -0.1% | 8.8 | -4.4% | -0.7% | 0.8% | -4.7% | -1.9% | 1.9% | 4.3% | -2.2% | 3.0
Cc1ccc2nc(N(CCN3CCOCC3)C(=O)CCS(=O)(=O)c3ccccc3)sc2c1
 : 4.1% | 2.7 | / | 0.3% | 1.3% | / | 1.2% | -36.5% | / | / | 8.7
CCOc1ccc(-c2nc(-c3cccnc3)no2)cc1
 : ? | -16.6 | 5.3% | -1.5% | -5.3% | -3.4% | 0.4% | -25.2% | -1.0% | -6.9% | 1.5
Cc1ccc(C)c(NC(=O)COc2coc(CN3CCc4ccccc43)cc2=O)c1
 : 11.7% | -16.7 | / | -0.2% | -0.4% | / | 8.5% | 10.1% | / | / | 3.5
Cc1cc(Cl)ccc1OCCCC(=O)OCC(=O)c1c(N)n(C)c(=O)n(C)c1=O
 : -3.6% | 2.7 | / | ? | -1.8% | / | -4.8% | 1.2% | 4.0% | 2.1% | 8.8
CCCOc1ccc(C(CC(=O)O)NS(=O)(=O)c2ccc(NC(C)=O)cc2)cc1 (stereo not drawn)
 : -0.6% | 2.6 | -13.5% | 1.5% | 0.7% | -3.9% | 2.9% | 9.1% | 2.9% | 0.6% | 2.9
COc1ccc(NC(=O)C2CCN(c3cc(C)nc(-c4ccccc4)n3)CC2)cc1
 : ? | -4.4 | 9.8% | -7.4% | -10.0% | / | -6.9% | 1.6% | 0.0% | -22.2% | -8.6
COc1cccc(-c2csc(N3CCN(C(=S)Nc4ccc(Cl)cc4)CC3)n2)c1
 : -2.8% | 9.1 | 3.8% | -5.3% | -4.0% | ? | 0.7% | 0.6% | 3.9% | -9.0% | 10.9
O=C(/C=C/c1ccccc1)NCCSc1ccc(Cl)cc1
 : 3.4% | 1.8 | -14.9% | -1.0% | -0.5% | ? | 2.6% | -13.1% | 2.6% | -0.1% | 34.1
CCCN(CCC)S(=O)(=O)c1ccc(C(=O)Nc2nc3c(s2)CCc2ccccc2-3)cc1
 : ? | 3.8 | -0.3% | 66.5% | 5.0% | -13.5% | -4.4% | -3.3% | -0.3% | -8.3% | 5.1
COc1ccc(N(CC(=O)NCCSc2ccccn2)S(=O)(=O)c2ccccc2)cc1Cl
 : ? | 31.4 | -1.2% | -2.0% | -10.7% | / | 7.0% | -14.9% | 3.6% | -3.4% | 8.2
Cc1ccc(CNC(=O)C2CCN(c3nn4c(=O)cc(C)nc4s3)CC2)cc1
 : 2.7% | 7.5 | -6.0% | 2.1% | 4.3% | 1.7% | -2.5% | -7.2% | 8.4% | / | -3.6
O=C(NCCN1C(=O)S/C(=C/c2cccnc2)C1=O)C1=NN(c2ccccc2)C(=O)CC1
 : -5.6% | 3.4 | / | 0.4% | 3.2% | / | 6.2% | 8.3% | / | / | 3.5
CCN(CC)C(=O)CN(c1cc2c(cc1OC)oc1ccccc12)S(=O)(=O)c1ccccc1
 : / | / | 0.9% | -6.4% | / | ? | 29.5% | / | 3.6% | 4.9% | 1.3
CCC1CCCCN1C(=O)c1cc2c(=O)n3cccc(C)c3nc2s1 (stereo not drawn)
 : 2.2% | 39.6 | 18.6% | / | -1.4% | -9.1% | 10.9% | -5.1% | 8.0% | 0.5% | -1.2
CCCCC(O)(C(NC=O)C(=O)OC)C(F)(F)F (stereo not drawn)
 : 1.3% | 7.1 | 3.6% | -0.7% | -1.8% | -17.5% | -6.9% | 3.6% | 1.7% | -5.7% | 7.4
Oc1ccc(/C=C/c2ccc3ccccc3n2)cc1
 : ? | 13.2 | 20.1% | 390.2%[activator] | -1.5% | ? | -1.3% | -1.0% | 14.1% | -29.0% | 8.1
CN(CCc1ccccn1)Cc1ccc(Cl)cc1Cl
 : -28.4% | 3.4 | -4.7% | -0.8% | -0.5% | / | -5.8% | 0.4% | -1.3% | -3.2% | 12.9
NC(=O)c1cc(S(=O)(=O)Nc2ccccc2)cs1
 : 7.9% | -0.6 | 8.0% | 3.0% | 2.9% | 0.2% | -5.7% | 3.4% | 1.3% | / | 6.5
CCOC(=O)Cn1c2c(c(=N)c3c1CCC3)CCCC2
 : 1.0% | 6.3 | -5.6% | -0.2% | -0.6% | -0.9% | 2.1% | 0.4% | 1.0% | -5.6% | 2.9
Cc1nnc(C)c2c(C)n(-c3ccc(Cl)c(N)c3)c(C)c12
 : 3.0% | -3.1 | 5.0% | 0.6% | -0.2% | ? | -3.1% | -1.3% | / | / | 21.7

This is a subset. The share of hits here may be higher or lower than overall.
